GALK inhibitor = galactokinase (human) inhibition; P51570; Purified GALK, Kinase-Glo residual ATP luminescence; Potency, µM (top dose mostly 57.5 µM), for the others: at the top dose activity change, negative = inhibition, most hits filed as inhibitors; 270,000 compounds, 0.007% hits; also: potency is read from the fitted curve at half-maximal effect; % is scaled to controls: 0 for no effect and ±100 for the full control effect
Target sequence (P51570 whole entry, looked up): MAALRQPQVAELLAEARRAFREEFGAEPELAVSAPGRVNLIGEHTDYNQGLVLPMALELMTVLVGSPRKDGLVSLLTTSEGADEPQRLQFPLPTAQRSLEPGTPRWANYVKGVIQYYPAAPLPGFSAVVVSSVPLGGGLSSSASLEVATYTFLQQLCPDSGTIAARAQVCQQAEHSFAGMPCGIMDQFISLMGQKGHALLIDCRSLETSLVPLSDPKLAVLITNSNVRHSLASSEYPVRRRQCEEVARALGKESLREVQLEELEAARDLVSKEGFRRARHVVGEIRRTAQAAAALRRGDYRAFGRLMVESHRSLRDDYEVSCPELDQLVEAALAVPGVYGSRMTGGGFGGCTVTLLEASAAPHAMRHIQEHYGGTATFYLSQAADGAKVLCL
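Luminescence from leftover ATP (Ultra-Glo luciferase/luciferin) served as read-out after a 1 h room-temperature reaction of 5 nM GALK with 35 uM ATP and 100 uM galactose.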
PKM2 act = PKM2 (human) enzyme activation; purified PKM2, Kinase-Glo ATP luminescence, activation; response scale: 0% is enzyme alone, no compound; Potency, µM (top dose mostly 57.5 µM), for inactives: top-dose activation, hits mostly activators; 260,000 compounds, 0.34% hits; also: potency is read from the fitted curve at half-maximal effect; % is scaled to controls: 0 for no effect and ±100 for the full control effect; nearly all actives have a fitted effect of over 55% in size
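hPK-M2, >95% pure; 0.1 mM ADP / 0.5 mM PEP final; imidazole pH7.2 buffer w/ 7 mM MgCl2, 50 mM KCl; 1 h RT; Kinase-Glo lum. Intermediate enzyme activity for dual inhibitor/activator qHTS.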
MLL CXXC-DNA inh = blocks binding of human MLL CXXC domain to DNA. Q03164. 290,000 compounds, 0.037% hits. AID 2662. MLL-CXXC / FITC-HOXA9 DNA fluorescence polarization. Potency, µM (doses to about 115 µM), inactives show at the top dose activity change, negative = inhibition, usual class: inhibitors; active = well fitted inhibition curve with a large enough effect in the polarisation, with a control signal flat, not every such curve was filed as active; inconclusive = small, poorly fitted or top-dose-only effect, or effect the other way, or a change in a side signal; inactive = no such curve, though single readings can be large or run the other way; the % refers to the polarisation; also: potency is read from the fitted curve at half-maximal effect
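Steps: dispense CXXC domain solution (7 uM) → pin compounds or unlabeled HOX-A9 DNA control → 5 min ambient → add FLSN-HOX-A9 solution (50 nM) → spin → 30 min ambient → fluorescence polarization. Tris pH 7.5/NaCl/DTT/BSA buffer.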
USP2a inh = USP2a (human) protease inhibition; O75604; USP2 core, Ub-CHOP2 coupled fluorogenic reporter, 485/531; Potency, µM (highest dose often 38.3 µM), inactives show at the highest dose activity change, negative = inhibition, hits mostly inhibitors; 330,000 compounds, 0.01% hits; AID 463254;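 also: potency is read from the fitted curve at half-maximal effect; plate controls were DMSO wells for no effect and full inhibition by NEM control for full effect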
Target sequence (O75604 whole entry, looked up): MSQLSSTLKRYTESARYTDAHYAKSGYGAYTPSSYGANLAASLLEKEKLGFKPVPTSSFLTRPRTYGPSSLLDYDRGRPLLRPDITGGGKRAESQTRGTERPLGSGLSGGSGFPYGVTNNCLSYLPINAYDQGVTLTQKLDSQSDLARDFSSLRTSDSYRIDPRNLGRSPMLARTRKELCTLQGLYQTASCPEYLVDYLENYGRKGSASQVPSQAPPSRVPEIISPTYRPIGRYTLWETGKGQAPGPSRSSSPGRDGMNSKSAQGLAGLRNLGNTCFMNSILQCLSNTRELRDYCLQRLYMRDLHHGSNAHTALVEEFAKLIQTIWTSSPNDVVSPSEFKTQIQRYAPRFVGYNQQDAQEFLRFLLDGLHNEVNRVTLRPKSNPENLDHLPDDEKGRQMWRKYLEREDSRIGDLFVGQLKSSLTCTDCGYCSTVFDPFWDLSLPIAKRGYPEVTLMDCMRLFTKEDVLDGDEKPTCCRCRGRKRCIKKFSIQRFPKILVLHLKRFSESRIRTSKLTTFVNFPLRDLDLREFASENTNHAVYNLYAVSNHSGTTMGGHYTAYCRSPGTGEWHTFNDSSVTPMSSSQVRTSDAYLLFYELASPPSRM
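USP2 core (10nM final) preincubated 30min RT with compound in 20mM Tris-HCl pH 8.0, 2mM CaCl2, 2mM beta-mercaptoethanol, 0.05% CHAPS; 25nM Ub-CHOP2 plus 25nM reporter substrate added, fluorescence (Ex485/Em531) read after 60min.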
Menin MLL FP TR = menin-MLL binding inhibition, Texas Red mutant peptide; 270,000 compounds, 0.23% hits; AID 1768; Potency, µM (highest dose often 61.6 µM), for inactives: at the top dose FP activity change, negative = inhibition, hits mostly inhibitors; Menin + Texas Red MLL mutant peptide, fluorescence polarization; active = well fitted inhibition curve with a large enough effect in the polarisation, with a control signal flat, not every such curve was filed as active; inconclusive = small, poorly fitted or top-dose-only effect, or effect the other way, or a change in a side signal; inactive = no such curve, though single readings can be large or run the other way; the % refers to the polarisation; also: potency is read from the fitted curve at half-maximal effect; % of control where 0% means no effect; many of its hits are not listed in these tables
B2AR arrestin = beta2AR (human) beta-arrestin recruitment activity; P07550; beta-arrestin recruitment to beta2AR, cell-based reporter; Potency, µM (series often up to 46.1 µM), without a hit: top-dose activation, actives largely listed as activators; 330,000 compounds, 0.02% hits; AID 492947;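 also: potency is read from the fitted curve at half-maximal effect; 0% = DMSO controls and full agonism = EC100 isoproterenol or metaproterenol; nearly all actives have a fitted effect of over 65% in size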
TRPV1 agonist = activates the human vanilloid receptor TRPV1; TRPV1-expressing cells, Fluo-8 calcium influx, agonist mode; activation, % at 8.33 µM; 320,000 compounds, 0.19% hits; AID 540275; in the data active = activation above about 80%; inconclusive = between about 30% and that limit; also: 0% is about no effect
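Fluo-8 calcium influx in TRPV1-expressing cells, kinetic read (ex 480/em 520 nm). Compound added and read 3 min for agonist activity, followed by capsaicin at EC20 final and 2 min further read for enhancement.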
Giardia kill = Giardia lamblia killing. Giardia lamblia trophozoite viability. activity change, % at 7.66 µM, hits read low. 340,000 compounds, 0.15% hits. AID 540267; in the data active = activity change below about -80%; inconclusive = between about -30% and that limit;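 also: parasites exposed to compound for two days anaerobically before the ATP read; % is scaled to controls: 0 for no effect and ±100 for the full control effect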
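ATP-content bioluminescence gauges trophozoite survival. Cells (100/well) receive compound and incubate anaerobically for 48 hrs at 37 deg C; detection reagent follows for 15-30 min at room temperature.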
KCNH2 WT inh = KCNH2 (human, wildtype) channel inhibition; 340,000 compounds, 0.37% hits; Q12809; U2OS, BacMam KCNH2, thallium flux FluxOr; stronger effect = lower value; activity change, % at 1.84 µM;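 active = maximum activity change below -70%; inconclusive = maximum activity change between -70% and -50%; inactive = maximum activity change above -50%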; also: % is scaled to controls: 0 for no effect and ±100 for the full control effect
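U2OS cells were transduced with wild-type KCNH2 virus (2.03 x 10^8 / mL) for 4 h at room temperature, then cultured overnight at 37 C. Thallium flux was read with FluxOr dye. Rate constants were normalized to DMSO controls.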
KCNH2 3.1 inh = KCNH2 3.1 (human) potassium channel inhibition. U2OS KCNH2 3.1, thallium flux FluxOr; stronger effect = lower value. activity change, % (tested at about 1.8 µM). 340,000 compounds, 0.95% hits;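 active = maximum activity change below -70%; inconclusive = maximum activity change from -70% to -50%; inactive = maximum activity change above -50%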;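 also: thallium influx rate constant from kinetic fluorescence after stimulation buffer; % is scaled to controls: 0 for no effect and ±100 for the full control effect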
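Steps: virus added to U2OS suspension (4 h, RT, dark); medium with 10% FBS added, cells plated, 37 C overnight; FluxOr/Red40 loading buffer 45 min RT; stimulation buffer, 2 min kinetic read; rate constant normalized.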
FBPA coupling cs = counter-screen for Giardia aldolase inhibitors: coupling enzyme system. coupling enzyme system counterscreen, AmpLite Red fluorescence. activity change, negative = inhibition, % at 58.2 µM, hits read low. 290,000 compounds, 0.67% hits. AID 2472; in the data active = activity change below about -30%; also: % is scaled to controls: 0 for no effect and ±100 for the full control effect
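Coupling enzymes only (glyceraldehyde-3-phosphate) + compound, at 57.5 uM final, 10 min RT; add substrate/coupling/AmpLite Red mix, 20 min RT; fluorescence ex 525/em 598 nm. Actives flag coupling-system interference.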
* = called active by the depositor; [ ] = dose if it differs, or a comment. Unless noted, calls follow the shape of the dose curve; as a rule, active = well fitted curve in the direction sought with a large enough effect; inconclusive = small, poorly fitted or top-dose-only effect, or another doubt; inactive = no such curve, though single readings can be large; an effect the other way counts as inactive or inconclusive.

For CC(=O)N1CCN(Cc2nc3cc(NC(=O)C4CCCCC4)ccc3n2C)CC1 the results were GALK inhibitor 0%, PKM2 act -2%, MLL CXXC-DNA inh -1%, Menin MLL FP TR 1%, TRPV1 agonist -2, Giardia kill -11, KCNH2 WT inh -14, KCNH2 3.1 inh -20 and FBPA coupling cs -4.
For COc1ccc(-n2c(-c3ccco3)nc3c(cnn3-c3ccc(C)cc3)c2=O)cc1 the results were GALK inhibitor 1%, PKM2 act 0%, MLL CXXC-DNA inh 2%, USP2a inh 4%, B2AR arrestin 0.0%, TRPV1 agonist 6, Giardia kill 9, KCNH2 WT inh 3, KCNH2 3.1 inh -9 and FBPA coupling cs -7.
For COc1ccccc1-c1nc(SCC(=O)N2CCC(C(N)=O)CC2)n[nH]1 the results were USP2a inh 2%, B2AR arrestin -0.1%, TRPV1 agonist 0, Giardia kill 16, KCNH2 WT inh -2 and KCNH2 3.1 inh 29.
CCOc1ccc(NC(=S)NC(=O)c2ccco2)cc1 was read as GALK inhibitor 5%, PKM2 act 2%, MLL CXXC-DNA inh 6%, USP2a inh 0%, Menin MLL FP TR 27%, B2AR arrestin inconclusive, TRPV1 agonist 10, Giardia kill -8, KCNH2 WT inh -15, KCNH2 3.1 inh -1 and FBPA coupling cs 12.
Screening O=C(Nc1ccc(Br)cn1)c1cccc(C(=O)Nc2ccc(Br)cn2)c1 returned GALK inhibitor -2%, MLL CXXC-DNA inh 4%, USP2a inh 3%, Menin MLL FP TR 31%[activator], B2AR arrestin 5.6%, TRPV1 agonist 9, Giardia kill -24, KCNH2 WT inh 10, KCNH2 3.1 inh -77* and FBPA coupling cs 0.
Screening O=C(CSCc1ccc(Cl)cc1)Nc1ccc2c(c1)OCCO2 returned GALK inhibitor 2%, PKM2 act 1%, MLL CXXC-DNA inh -18%, USP2a inh 1%, Menin MLL FP TR -11%, B2AR arrestin 0.3%, TRPV1 agonist 21, Giardia kill -8, KCNH2 WT inh 1, KCNH2 3.1 inh -3 and FBPA coupling cs 1.
`NNC(=O)CSc1c(-c2cccs2)[nH]c2ccccc12` gave GALK inhibitor 2%, PKM2 act 0%, MLL CXXC-DNA inh 1%, USP2a inh 0%, Menin MLL FP TR 8%, B2AR arrestin -1.1%, TRPV1 agonist 0, Giardia kill 18, KCNH2 WT inh -5, KCNH2 3.1 inh -21 and FBPA coupling cs -1.
CCCCN(C(=O)c1cccc(S(=O)(=O)N2CCCC2)c1)c1c(N)n(CCC)c(=O)[nH]c1=O was read as USP2a inh 0%, B2AR arrestin 0.0%, TRPV1 agonist -2, Giardia kill 4, KCNH2 WT inh -10 and KCNH2 3.1 inh 0.
Screening CCC(C)(C(=O)NC1CCCCC1)N(CC1CCCO1)C(=O)Cc1cccs1 (stereo not given) returned GALK inhibitor -1%, PKM2 act -2%, MLL CXXC-DNA inh -5%, USP2a inh -4%, Menin MLL FP TR -6%, B2AR arrestin 0.3%, TRPV1 agonist -3, Giardia kill 2, KCNH2 WT inh -7, KCNH2 3.1 inh -1 and FBPA coupling cs 4.
Screening COc1cc(-c2noc(C)n2)cc(OC)c1OC returned GALK inhibitor 1%, PKM2 act 2%, MLL CXXC-DNA inh -9%, USP2a inh 4%, B2AR arrestin -0.2%, TRPV1 agonist 0, Giardia kill 7, KCNH2 WT inh -1, KCNH2 3.1 inh -6 and FBPA coupling cs 0.
Screening CC(C)(C)NC(=O)C1CCN(S(=O)(=O)c2ccc(Br)cc2)CC1 returned GALK inhibitor 1%, PKM2 act 0%, MLL CXXC-DNA inh -1%, USP2a inh 0%, Menin MLL FP TR -7%, B2AR arrestin -0.4%, TRPV1 agonist -1, Giardia kill -20, KCNH2 WT inh -3, KCNH2 3.1 inh -3 and FBPA coupling cs 2.
For Cc1c(-c2nc(N)nc(Nc3ccccc3)n2)oc2ccccc12 the results were GALK inhibitor -1%, PKM2 act 1%, MLL CXXC-DNA inh 36%[activator], USP2a inh 5%, Menin MLL FP TR inconclusive, B2AR arrestin 0.1%, TRPV1 agonist -2, Giardia kill -6, KCNH2 WT inh 3, KCNH2 3.1 inh 7 and FBPA coupling cs -2.
`CCCS(=O)(=O)c1snnc1C` gave GALK inhibitor 0%, PKM2 act -3%, MLL CXXC-DNA inh 5%, USP2a inh 3%, Menin MLL FP TR 3%, B2AR arrestin 0.2%, TRPV1 agonist 0, Giardia kill 10, KCNH2 WT inh 4, KCNH2 3.1 inh 11 and FBPA coupling cs 2.
`Cn1c(=O)c2c(ncn2CC(=O)OCC(=O)NCc2ccc(Cl)cc2)n(C)c1=O` gave GALK inhibitor -3%, PKM2 act 8%, MLL CXXC-DNA inh -3%, USP2a inh 4%, Menin MLL FP TR 1%, B2AR arrestin 0.2%, TRPV1 agonist -1, Giardia kill -9, KCNH2 WT inh 0, KCNH2 3.1 inh 5 and FBPA coupling cs 6.
`CCOc1ccc(-n2c(N)c(C(=O)N3CCN(C)CC3)sc2=S)cc1` gave GALK inhibitor 7%, PKM2 act -5%, MLL CXXC-DNA inh 6%, USP2a inh 3%, Menin MLL FP TR 12%, B2AR arrestin -0.1%, TRPV1 agonist 10, Giardia kill -7, KCNH2 3.1 inh 4 and FBPA coupling cs -1.
C=CCC(C)(NCc1ccccc1)c1ccccc1 (stereo not given) was read as GALK inhibitor -3%, PKM2 act -14%, MLL CXXC-DNA inh 4%, USP2a inh 0%, Menin MLL FP TR -1%, B2AR arrestin -0.2%, TRPV1 agonist 4, Giardia kill 22, KCNH2 WT inh -1, KCNH2 3.1 inh -5 and FBPA coupling cs -1.
For CC(=O)Nc1ccc(NC(=O)CCc2c(C)noc2C)cc1 the results were USP2a inh 3%, B2AR arrestin -0.8%, TRPV1 agonist 1, Giardia kill -6, KCNH2 WT inh -4 and KCNH2 3.1 inh -13.
O=C1C=C(c2cccc3c2sc2ccccc23)C[C@@H](c2ccc(F)cc2)C1 was read as USP2a inh 0%, B2AR arrestin 0.1%, TRPV1 agonist 12, Giardia kill 13, KCNH2 WT inh 9 and KCNH2 3.1 inh 3.
For CCOC(=O)c1[nH]ncc1CN1CCN(Cc2ccccc2)C(CCO)C1 (stereo not given) the results were GALK inhibitor -2%, PKM2 act 0%, MLL CXXC-DNA inh 8%, USP2a inh 4%, Menin MLL FP TR -9%, B2AR arrestin -0.5%, TRPV1 agonist 0, Giardia kill 15, KCNH2 WT inh -15, KCNH2 3.1 inh 13 and FBPA coupling cs 3.
Screening O=C(C1CCN(Cc2cn[nH]c2-c2ccc(F)cc2F)CC1)N1CCOCC1 returned GALK inhibitor -1%, PKM2 act -27%, MLL CXXC-DNA inh -5%, USP2a inh 5%, Menin MLL FP TR 1%, B2AR arrestin -0.4%, TRPV1 agonist 1, Giardia kill 7, KCNH2 WT inh -1, KCNH2 3.1 inh 9 and FBPA coupling cs 1.
Nc1nc(NCc2c(F)cccc2Cl)nn1-c1ccccc1 was read as GALK inhibitor 0%, PKM2 act -1%, MLL CXXC-DNA inh 6%, USP2a inh 4%, Menin MLL FP TR -7%, B2AR arrestin 0.0%, TRPV1 agonist 0, Giardia kill 20, KCNH2 WT inh 17, KCNH2 3.1 inh 42 and FBPA coupling cs -1.
`Cc1ccc(C)c(S(=O)(=O)N2CCCOC2CNC(=O)C(=O)NCCC2=CCCCC2)c1` (stereo not given) gave GALK inhibitor 0%, PKM2 act -1%, MLL CXXC-DNA inh -5%, USP2a inh 0%, Menin MLL FP TR 1%, B2AR arrestin 3.6%, TRPV1 agonist -4, Giardia kill -9, KCNH2 WT inh 4, KCNH2 3.1 inh -4 and FBPA coupling cs 4.
For COc1ccc(C(=O)Nc2ccc(N3CCOCC3)cc2)cc1S(=O)(=O)N1CCOCC1 the results were USP2a inh 2%, B2AR arrestin 0.0%, TRPV1 agonist -4, Giardia kill -14, KCNH2 WT inh -1 and KCNH2 3.1 inh 2.
FC(F)(F)c1cccc(NC(=S)N2CCN(c3ccccn3)CC2)c1 was read as GALK inhibitor 1%, PKM2 act -2%, MLL CXXC-DNA inh -28%, USP2a inh 0%, Menin MLL FP TR inconclusive, B2AR arrestin 0.6%, TRPV1 agonist 1, Giardia kill -10, KCNH2 WT inh 3 and FBPA coupling cs -2.
For Cc1cc(C)cc(NC(=O)c2nnn(Cc3cc(C)ccc3C)c2N)c1 the results were GALK inhibitor 0%, PKM2 act -1%, MLL CXXC-DNA inh -3%, USP2a inh -2%, Menin MLL FP TR 29%, B2AR arrestin -0.2%, TRPV1 agonist 3, Giardia kill 23, KCNH2 WT inh -7, KCNH2 3.1 inh 10 and FBPA coupling cs 0.
Screening O=C1CC(c2ccccc2)CC(O)=C1C=NCCN1CCN(Cc2ccccc2)CC1 (stereo not given) returned PKM2 act 19%, MLL CXXC-DNA inh 14%, USP2a inh 2%, B2AR arrestin -0.3%, TRPV1 agonist 9, Giardia kill 8, KCNH2 WT inh 10, KCNH2 3.1 inh -14 and FBPA coupling cs 0.

High-throughput results from PubChem BioAssay.

This is a subset, so the mix of outcomes need not match the whole.
